RAM network inh – inhibitors of the yeast RAM network. S. cerevisiae dse1pr::URA3 reporter, 5-FOA growth OD615, 2 d; analog-sensitive cbk1-as2 kinase mutant strain. inhibition, % at 50 µM. actives 1.8% (n = 190,000);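 active = inhibition above a set limit, 3 SD over mean compound inhibition, cut at about 8.4% in these data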;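 note: 0% = DMSO-only wells with no growth and 100% = 10 µM 1-NA-PP1 full growth; inhibition rescues growth on 5-FOA so higher OD means more RAM inhibition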
DTT redox prof – compounds producing H2O2 with reducing agent – biochemical, NIH compound library profiling, artefact control for MLSCN library redox annotation, primary screen; DTT-dependent redox cycling H2O2, phenol red/HRP absorbance; 100% = 100 µM peroxide control, 0% = buffer; activation, % at 10 µM; actives 0.03% (n = 200,000);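 active = activation of at least 50% relative to the plate's high and low controls in the primary single-dose screen; inactive = activation below 50%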;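 note: compound incubated with DTT at 0.8 mM final as the reducing agent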
TNAP inh hiacc – inhibitors of human TNAP at high phosphate acceptor concentration | P05186 | purified TNAP, CDP-star luminescence, 1 M DEA | inhibition, % at 20 µM | actives 0.03% (n = 200,000);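 active = over 50% inhibition of tissue-nonspecific alkaline phosphatase at 20 µM in the single-dose screen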;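 note: plate controls were DMSO wells for no effect and EDTA-quenched wells as full inhibition for full effect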
PMI act – phosphomannose isomerase (human) activation; P34949; actives 0.005% (n = 190,000); activation factor at 20 µM; purified human PMI, coupled resazurin fluorescence, 20 min; stronger effect = higher value; 1 = vehicle control, 0 substrate-free wells;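 active = activation factor of 2 or more at 20 µM, relative to plate controls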
Target sequence (P34949 whole entry, looked up): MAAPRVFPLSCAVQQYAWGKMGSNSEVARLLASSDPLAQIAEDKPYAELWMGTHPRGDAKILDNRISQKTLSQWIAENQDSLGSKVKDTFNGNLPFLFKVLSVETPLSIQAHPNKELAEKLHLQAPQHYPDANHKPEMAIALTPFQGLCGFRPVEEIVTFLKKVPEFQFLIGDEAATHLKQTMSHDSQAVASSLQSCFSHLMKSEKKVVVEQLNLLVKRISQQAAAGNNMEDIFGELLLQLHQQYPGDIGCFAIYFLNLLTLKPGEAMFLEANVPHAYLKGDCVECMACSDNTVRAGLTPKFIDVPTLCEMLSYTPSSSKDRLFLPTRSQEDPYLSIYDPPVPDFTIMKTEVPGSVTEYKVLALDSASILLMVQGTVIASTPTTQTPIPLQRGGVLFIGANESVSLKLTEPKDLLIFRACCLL
Hsp70 activator – Hsp70 transcriptional activation, primary screen. HeLa Hsp70 promoter luciferase reporter, luminescence; scaled: vehicle 0, proteasome-inhibitor control 100%. activation, % at 10 µM. actives 0.04% (n = 200,000);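 active = activation above the mean across all tested compounds plus 3 SD, cutoff set per campaign, cut at about 5.5% in these data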;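 note: 100% = MG132 at 30 µM as the positive control and 0% = DMSO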
Lmaj promast – Leishmania major promastigote growth inhibition | inhibition, % at 10 µM | actives 9% (n = 200,000) | Leishmania major promastigotes, resazurin fluorescence viability; in the data active = inhibition above about 50%;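 note: promastigotes grown with compound for 44 hours at 28 °C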
HMGR II inh – inhibitors of class II HMG-CoA reductase from Enterococcus faecalis | actives 0.41% (n = 190,000) | purified E. faecalis HMGR, NADPH absorbance 340 nm kinetic | inhibition, % at 10 µM;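 active = inhibition above a set limit, the median over all tested compounds plus 3 SD, cut at about 9.5% in these data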;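 note: enzyme runs in reverse so mevalonate oxidation gives rising NADPH absorbance; 0% = complete reaction with DMSO and 100% = background rate lacking mevalonate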
TNAP inh noacc – blocks human TNAP activity with no phosphate acceptor present. P05186. purified TNAP, CDP-star luminescence, 30 min. inhibition, % at 20 µM. actives 0.26% (n = 200,000);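 active = tissue-nonspecific alkaline phosphatase inhibition above about 50% at 20 µM in the single-dose screen, limit read from the data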;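 note: 0% = DMSO negative control and 100% = EDTA positive control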
PMI act hi M6P – PMI (human) activation, high substrate; P34949; coupled PMI enzyme assay, resazurin fluorescence, 20 min; stronger effect = higher value; 1 = untreated enzyme, 0 = substrate-free blank; activation factor at 20 µM; actives 0.34% (n = 190,000);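 active = activation factor of 2 or more at 20 µM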
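Material: human phosphomannose isomerase with PGI, G6PDH, diaphorase coupling enzymes / Reagent: Man-6-P substrate 1.0 mM / Dosing: single compound dose of 20 µM, 1% DMSO final / Incubation: enzyme reaction with compound 20 min at room temperature / Signal: resorufin fluorescence (Ex 544/Em 590 nm) from resazurin via diaphorase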
S1P3 antag – antagonists of human S1P3 receptor. inhibition, % at 4.98 µM. actives 0.27% (n = 170,000). Q99500. CHO S1P3 NFAT-BLA reporter, FRET fluorescence, antagonist mode. AID 485;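 active = inhibition above the plate cutoff, the mean inhibition of test wells on that plate plus 3 SD, cut at about 28% in these data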;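 note: cells challenged with S1P at its EC80 of 0.8 µM; blue over green emission ratio from cleaved BLA substrate after 4 h stimulation; 0% = S1P-stimulated wells and 100% = unstimulated DMSO-only wells; some compounds past the cut are filed as inactive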
Target sequence (Q99500 whole entry, looked up): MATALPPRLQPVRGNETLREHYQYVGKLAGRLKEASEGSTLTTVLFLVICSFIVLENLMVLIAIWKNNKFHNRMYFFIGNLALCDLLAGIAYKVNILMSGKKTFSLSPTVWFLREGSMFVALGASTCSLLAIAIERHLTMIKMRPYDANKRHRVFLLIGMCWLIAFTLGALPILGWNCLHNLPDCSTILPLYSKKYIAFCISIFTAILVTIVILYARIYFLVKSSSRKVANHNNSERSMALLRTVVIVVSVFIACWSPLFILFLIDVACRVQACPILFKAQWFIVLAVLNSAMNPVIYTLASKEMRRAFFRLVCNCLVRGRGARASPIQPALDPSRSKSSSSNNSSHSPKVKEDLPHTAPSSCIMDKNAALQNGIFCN
Numbers without * were called inactive; / = not tested or not shown.

SMILES | RAM network inh | DTT redox prof | TNAP inh hiacc | PMI act | Hsp70 activator | Lmaj promast | HMGR II inh | TNAP inh noacc | PMI act hi M6P | S1P3 antag
N#C/C(=C(/O)c1ccc([N+](=O)[O-])cc1)c1nnc2n1CCCCC2 | 0.4 | 0.1 | 0 | 1.1 | 0.0 | -4 | 0 | -9 | 1 | -11
O=C(CSc1nc2ccccc2c(=O)[nH]1)c1cccs1 | 2.9 | 1.2 | -3 | 0.9 | 0.1 | 6 | 2 | -9 | 0.9 | -29
CCn1c(=O)c2c3c(sc2n2cnnc12)CCC3 | 1.1 | 0.1 | -2 | 1 | 0.5 | 6 | 0 | -3 | 0.9 | /
NC(=O)Nc1cccc2ccccc12 | 1.6 | 0.1 | 2 | 1.1 | -0.5 | -2 | 1 | 1 | 1.2 | -7
CC(=O)c1c(N2CCN(c3ccc(F)cc3)CC2)nc(=S)n(Cc2ccccc2)c1C | 1.9 | -0.2 | -5 | 1.1 | -0.3 | 11 | 0 | -2 | 1 | -5
Cc1ccc(S(=O)(=O)N2CCCCC2)cc1C(=O)c1nccn1C | 1.0 | 0.4 | -2 | 0.9 | -0.4 | 1 | -2 | -1 | 0.9 | -18
COc1ccc(C2C3=C(CC(C)(C)CC3=O)Oc3ncn(CCO)c(=N)c32)cc1OC (stereo unspecified) | -0.9 | -0.1 | -5 | 1 | 0.0 | 2 | -3 | -5 | 1 | -6
O=S(=O)(NCC1OCCc2ccccc21)c1ccccc1 (stereo unspecified) | 1.7 | 0.2 | 2 | 0.9 | 0.5 | -6 | 0 | -4 | 1 | /
c1ccc2[nH]c(CN3CCCCC3)nc2c1 | 2.6 | 0.1 | -1 | 1 | -0.3 | 1 | 0 | -4 | 1 | /
COC(=O)c1sc2nc(SCC(=O)N(C)c3ccccc3)n(N)c(=O)c2c1C | 3.2 | -0.2 | -3 | 1.2 | 0.0 | 10 | 0 | -10 | 1 | 0
Cc1c(C(=O)O)c(=S)sn1CCOc1ccccc1 | 0.0 | 1.0 | -6 | 0.9 | -0.3 | -14 | 1 | -12 | 1 | /
Cc1ccc(C(=O)Nn2c(N)c(S(=O)(=O)c3ccc(C)cc3)c3nc4ccccc4nc32)cc1 | 2.2 | 0.2 | -4 | 0.9 | 0.0 | -4 | 0 | -5 | 0.9 | /
Cc1c(Cl)cnc(NC(=O)COC(=O)c2ccc(S(=O)(=O)NCc3ccco3)cc2)c1Cl | 3.3 | 0.7 | 4 | 1.2 | -0.2 | 5 | -6 | -6 | 1.4 | 4
Clc1ccc(-c2nc3ccccn3c2CN2CCCCC2)cc1 | -0.2 | -1.8 | -5 | 1 | 0.0 | 77* | -11 | -11 | 1 | 18
Cc1cccc(OCC(=O)NCC(=O)n2nc(C)cc2C)c1 | 0.3 | 0.8 | -4 | 0.9 | -0.3 | -4 | 0 | -13 | 1 | /
Cn1c(CN2CCN(CC#N)CC2)c(C#N)c2ccccc21 | -0.2 | 0.2 | -4 | 0.9 | -0.1 | 8 | 1 | -10 | 1 | /
COc1ccccc1OCCSc1ncnc2nc[nH]c12 | 1.4 | 1.4 | -5 | 1 | 0.1 | -4 | 1 | -8 | 1.1 | -29
COc1cccc(C(C)NC(=O)Nc2ccccc2Cl)c1 (stereo unspecified) | 2.0 | -0.7 | -2 | 1 | 0.1 | 18 | 2 | -7 | 1 | 0
CCc1c(C)nc(SCC(=O)N2CCN(c3ccccc3)CC2)[nH]c1=O | 2.1 | 0.3 | -3 | 0.9 | -0.3 | -5 | 1 | -8 | 0.9 | -6
COC(=O)c1sccc1NC(=O)c1ccc(Br)s1 | 4.8 | -0.6 | 0 | 0.9 | 0.7 | -6 | -4 | 0 | 0.9 | /

Pulled by structure from the list above, 3 records:
SMILES | RAM network inh | DTT redox prof | TNAP inh hiacc | PMI act | Hsp70 activator | Lmaj promast | HMGR II inh | TNAP inh noacc | PMI act hi M6P | S1P3 antag
Cc1cccc(OCC(=O)NCC(=O)n2nc(C)cc2C)c1 | 0.3 | 0.8 | -4 | 0.9 | -0.3 | -4 | 0 | -13 | 1 | /
Cn1c(CN2CCN(CC#N)CC2)c(C#N)c2ccccc21 | -0.2 | 0.2 | -4 | 0.9 | -0.1 | 8 | 1 | -10 | 1 | /
Cc1ccc(C(=O)Nn2c(N)c(S(=O)(=O)c3ccc(C)cc3)c3nc4ccccc4nc32)cc1 | 2.2 | 0.2 | -4 | 0.9 | 0.0 | -4 | 0 | -5 | 0.9 | /

Part of the list above, with values under each structure:
Under each structure: RAM network inh | DTT redox prof | TNAP inh hiacc | PMI act | Hsp70 activator | Lmaj promast | HMGR II inh | TNAP inh noacc | PMI act hi M6P | S1P3 antag
Clc1ccc(-c2nc3ccccn3c2CN2CCCCC2)cc1
    -0.2 | -1.8 | -5 | 1 | 0.0 | 77* | -11 | -11 | 1 | 18
N#C/C(=C(/O)c1ccc([N+](=O)[O-])cc1)c1nnc2n1CCCCC2
    0.4 | 0.1 | 0 | 1.1 | 0.0 | -4 | 0 | -9 | 1 | -11
COc1ccccc1OCCSc1ncnc2nc[nH]c12
    1.4 | 1.4 | -5 | 1 | 0.1 | -4 | 1 | -8 | 1.1 | -29

(further entries)
SMILES | RAM network inh | DTT redox prof | TNAP inh hiacc | PMI act | Hsp70 activator | Lmaj promast | HMGR II inh | TNAP inh noacc | PMI act hi M6P | S1P3 antag
CN(C)c1ccc(NC(=O)c2sc(SCC(=O)Nc3nccs3)nc2N)cc1 | 3.7 | -0.3 | -4 | 0.9 | 0.3 | 9 | -1 | -11 | 0.9 | /
CC1(C)C(=O)OC(/C=C\c2ccccc2)C(C)(C)C1=O (stereo unspecified) | 0.5 | -0.3 | -8 | 1 | 0.0 | -1 | 1 | -18 | 1 | 6
O=c1[nH]c(SCc2cccc(Cl)c2)nc2ccccc12 | 7.2 | 0.1 | -4 | 1 | 0.0 | -5 | 2 | -7 | 1 | -18
CCOC(=O)c1c(NC(=O)CSc2nncs2)sc(C)c1-c1ccccc1 | 13* | / | -4 | 1 | -0.3 | 75* | -2 | -7 | 1 | -12
Cc1nc2ccc(NC(=O)c3sccc3C)cc2s1 | 4.3 | -3.3 | -5 | 1.2 | 0.4 | 16 | -4 | -2 | 1.1 | /
Cc1noc(C)c1S(=O)(=O)N1CCCC(C(=O)N2CCN(C3CCCCC3)CC2)C1 (stereo unspecified) | 0.1 | -0.8 | 0 | 0.9 | -0.4 | 93* | -8 | -13 | 1 | -11
COc1cccc(N=Nc2c(N)[nH]n3c(=O)cc(-c4ccccc4)nc23)c1 | 0.8 | -3.5 | 14 | 0.9 | 0.1 | 92* | -2 | 6 | 1 | /
CCO[C@@H]1OC(C(=O)N2CCCCCCC2)=C[C@H](c2csc3ccccc23)[C@H]1CCCO | 4.7 | 0.4 | -9 | 1 | -0.3 | -6 | -3 | -10 | 0.9 | -5
CCOc1ccccc1-n1c(N)c(C(N)=O)sc1=S | 0.7 | 3.7 | 0 | 0.9 | -0.2 | -6 | -2 | -4 | 1 | /
Cc1ccc(S(=O)(=O)N2c3cc(C)ccc3OCC2C(C)(C)C)cc1 (stereo unspecified) | 13* | 1.3 | -3 | 0.9 | 0.3 | 1 | -4 | 5 | 0.9 | /
C#CCN1C(=O)C(O)(CC(=O)c2ccc(OC)c(OC)c2)c2ccccc21 (stereo unspecified) | 2.4 | 2.1 | 0 | 0.8 | -0.2 | -7 | -7 | -5 | 0.9 | -5
Cc1ccnc(N2CCC(C(=O)NC3CCCCCC3)CC2)n1 | 1.1 | 0.6 | -7 | 1 | -0.2 | -4 | 0 | 10 | 1 | 8
CCOC(=O)C1CCN(CC(=O)Nc2ccc(OC)c(Cl)c2)CC1 | 0.4 | -0.4 | -6 | 1.1 | -0.4 | -8 | -4 | -11 | 1 | -17
CCNC(=O)/C(=C\c1ccccc1)NC(=O)/C=C/c1ccccc1 | -0.3 | / | -5 | 1 | -0.1 | 85* | 3 | -11 | 1 | -6
Cc1cc(=O)c(C(=O)O)nn1-c1ccccc1 | 0.1 | 0.6 | -2 | 1 | 0.1 | -5 | -8 | -9 | 0.9 | 5
Cc1ccc(Cc2cnc(NC(=O)CN3CCOCC3)s2)cc1Cl | 0.0 | -4.7 | -1 | 0.9 | 0.0 | -2 | 2 | -17 | 0.8 | /
O=C(COC(=O)c1cc(S(=O)(=O)N2CCc3ccccc3C2)ccc1Cl)NCc1ccco1 | 3.1 | 0.0 | -6 | 1 | -0.5 | -2 | -1 | -15 | 1.3 | /
COc1ccccc1NC(=O)Nc1ccc(Br)cn1 | 5.3 | 0.9 | -6 | 1 | -0.2 | -2 | -3 | -14 | 1 | /
Cc1nc2ccccc2nc1CN1CCC(CO)(CC2CCCCO2)CC1 (stereo unspecified) | 2.7 | -1.0 | -6 | 0.9 | 0.3 | 69* | -2 | -6 | 1 | 1
CC1CN(C(=O)c2ccc(COc3ccccc3Br)o2)CC(C)O1 (stereo unspecified) | -0.7 | 0.1 | -4 | 1.1 | 0.3 | -1 | -1 | -6 | 1 | -6
Cc1cccc(C)c1OCc1nnc(SCC(=O)Nc2ccccc2F)o1 | 1.3 | -0.1 | 2 | 0.8 | -0.5 | -8 | -2 | -17 | 0.8 | -19
Cc1n(-c2ccccc2)c2ccc(Cl)cc2[n+]1CCO | 0.9 | 0.4 | -6 | 0.9 | 0.0 | -4 | -2 | -9 | 1 | -6
CCOCCCNC(=O)C1CCN(c2cc(C)nc3c(-c4ccc(OC)c(OC)c4)c(C)nn23)CC1 | -0.4 | 2.3 | -2 | 1 | -0.1 | -2 | -7 | -7 | 1 | 17
CCOC(=O)CN1NC2(CCC(C)CC2)NC1=S (stereo unspecified) | -0.1 | -0.1 | -4 | 1.2 | 0.1 | -5 | -3 | -17 | 1.2 | /
CCCn1c(SCC(=O)NC2CCCCC2C)n[nH]c1=O (stereo unspecified) | 1.0 | -0.1 | -6 | 1.1 | -0.2 | -5 | -7 | 4 | 1.2 | /
C#CC(=O)N(c1cccc(OC)c1)C(C(=O)NC1CCCC1)c1cccs1 (stereo unspecified) | 0.5 | -4.2 | -5 | 0.9 | 0.0 | 100* | / | -11 | 0.9 | /
CCC(C)Oc1ccc(/C=C/c2[nH]c(=O)[nH]c(=O)c2[N+](=O)[O-])cc1OC (stereo unspecified) | 2.6 | -0.5 | 9 | 1.3 | 0.1 | -6 | -6 | 27 | 1 | -20
O=C(CCc1nnc(Cc2ccc(-c3ccccc3)cc2)o1)NCCc1cccnc1 | -0.2 | -1.1 | -8 | 0.9 | -0.3 | 5 | 1 | -11 | 0.9 | -7
O=C(OCc1ccccc1)/C(=C/c1ccc(Cl)cc1)NC(=O)c1ccccc1Cl | 9.2* | -1.7 | -7 | 0.9 | -0.1 | 2 | -1 | -14 | 0.9 | /
CCCCN(C)C(=O)C1CCN(Cc2ccc(OCc3ccccc3)cc2)CC1 | -0.8 | 1.0 | -5 | 1.1 | -0.4 | 61* | 4 | -8 | 1.2 | /
Cc1ccnc(SCc2cc(=O)c(OC(=O)c3cccs3)co2)n1 | 0.7 | -0.1 | -5 | 1 | -0.2 | -4 | -7 | -2 | 1.1 | -19

Source: PubChem (several laboratories)
